# pPAFAH FP inh – inhibitors of human plasma PAF acetylhydrolase (pPAFAH); Q13093; recombinant pPAFAH, FP-rhodamine probe fluorescence polarization; inhibition, % at 3.39 µM; actives 1.5% (n = 330,000); AID 463082;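 active means inhibition above the mean inhibition across the screen plus 3 SD, cut at about 25% in these data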;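 further: inhibitors block binding of the rhodamine activity-based probe so polarization drops; 0% = enzyme with DMSO and 100% = wells lacking pPAFAH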
# GSTO1 inh – GSTO1 inhibition, counter-screen for RBBP9 inhibitors; actives 1.1% (n = 300,000); P78417; inhibition, % at 5.96 µM; recombinant GSTO1, activity-based probe fluorescence polarization;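 active means inhibition above the campaign mean inhibition plus 3 SD, cut at about 35% in these data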;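 further: 0% = GSTO1-1 with DMSO and 100% = wells lacking GSTO1-1 enzyme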
# PAD4 inh – inhibitors of human PAD4; Q9UM07; recombinant PAD4, RCA probe fluorescence polarization; actives 0.41% (n = 330,000); inhibition, % at 6.36 µM;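 active means percent inhibition above a cutoff equal to the mean of all tested compounds plus 3 SD, cut at about 15% in these data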;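 further: 0% = PAD4 with RCA probe and DMSO and 100% = probe without PAD4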
# LYPLA2 counter – counter-screen for PME1 inhibitors: inhibitors of human LYPLA2. O95372. recombinant LYPLA2, FP-Rh probe fluorescence polarization. inhibition, % at 5.9 µM. actives 0.38% (n = 320,000);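 active means inhibition above the screen-wide mean plus 3 SD, limit set per campaign, cut at about 26% in these data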;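 further: 0% = LYPLA2 with DMSO and 100% = wells lacking LYPLA2 enzyme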
# Target sequence (O95372 whole entry, looked up): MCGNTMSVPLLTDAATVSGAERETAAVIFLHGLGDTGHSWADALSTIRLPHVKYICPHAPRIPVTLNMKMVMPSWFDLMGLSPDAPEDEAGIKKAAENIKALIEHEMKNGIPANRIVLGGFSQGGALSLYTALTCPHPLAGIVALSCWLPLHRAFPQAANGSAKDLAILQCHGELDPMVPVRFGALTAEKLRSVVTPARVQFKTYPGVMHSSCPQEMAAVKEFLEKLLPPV
# PAFAH1B3 FP inh – inhibitors of human PAFAH1B3; Q15102; recombinant PAFAH1B3, FP-rhodamine probe, fluorescence polarization; inhibition, % at 3.39 µM; actives 0.28% (n = 340,000); AID 492972;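 active means inhibition above the screen-wide average of all tested compounds plus 3 SD, cut at about 25% in these data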;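 further: 0% = enzyme with DMSO only and 100% = wells lacking PAFAH1B3 protein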
# LYPLA1 inh – blocks human lysophospholipase 1, a PME1 counter-screen. O75608. recombinant LYPLA1, FP-Rh probe fluorescence polarization. inhibition, % at 5.9 µM. actives 0.16% (n = 320,000). AID 2174;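 active means inhibition above the mean of all tested compounds plus 3 SD, set per campaign, cut at about 14% in these data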;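 further: inhibitors block serine hydrolase probe labeling of LYPLA1 so polarization falls; 0% = enzyme with DMSO and 100% = wells lacking LYPLA1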
# Target sequence (O75608 whole entry, looked up): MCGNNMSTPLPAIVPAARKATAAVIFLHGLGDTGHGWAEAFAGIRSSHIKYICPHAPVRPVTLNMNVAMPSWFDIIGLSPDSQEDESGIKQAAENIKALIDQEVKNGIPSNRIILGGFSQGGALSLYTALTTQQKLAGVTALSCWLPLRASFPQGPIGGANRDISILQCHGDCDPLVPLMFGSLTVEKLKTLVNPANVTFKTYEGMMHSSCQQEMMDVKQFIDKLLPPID
# PME-1 primary – PME-1 (human) inhibition; inhibition, % at 5.9 µM; Q9Y570; actives 0.53% (n = 320,000); recombinant PME-1, FP-Rh probe fluorescence polarization; AID 2130;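 active means inhibition above the campaign mean of all compounds plus 3 SD, cut at about 26% in these data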;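 further: competitive labeling of PME-1 active site by serine hydrolase directed probe; 0% = PME-1 with DMSO and 100% = wells lacking PME-1 enzyme; inhibitors block probe labeling so polarization falls and inhibition rises; many of its hits are not listed in these tables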
# Target sequence (Q9Y570 whole entry, looked up): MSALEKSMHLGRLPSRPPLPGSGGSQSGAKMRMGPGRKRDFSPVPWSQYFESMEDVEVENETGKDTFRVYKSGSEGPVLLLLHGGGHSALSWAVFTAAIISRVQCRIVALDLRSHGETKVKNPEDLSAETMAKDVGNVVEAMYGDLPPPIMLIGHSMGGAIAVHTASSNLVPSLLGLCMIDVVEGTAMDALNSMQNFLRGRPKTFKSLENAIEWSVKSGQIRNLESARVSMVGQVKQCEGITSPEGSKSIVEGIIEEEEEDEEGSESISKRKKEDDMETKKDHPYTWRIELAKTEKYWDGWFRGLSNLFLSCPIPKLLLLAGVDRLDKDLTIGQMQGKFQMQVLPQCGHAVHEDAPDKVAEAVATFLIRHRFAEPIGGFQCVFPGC
# PAFAH1B2 FP inh – blocks human PAF acetylhydrolase 1b catalytic subunit 2; P68402; recombinant PAFAH1B2, FP-rhodamine activity probe, fluorescence polarization; inhibition, % at 3.39 µM; actives 1.2% (n = 340,000); AID 492953;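 active means inhibition above the mean of all tested compounds plus 3 SD, cut at about 24% in these data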;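 further: 0% = enzyme with DMSO and 100% = wells lacking PAFAH1B2; many of its hits are not listed in these tables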
# PREPL inhibitor – human PREPL enzyme inhibition; Q4J6C6; recombinant PREPL, fluorescence polarization activity-based probe; inhibition, % at 5.96 µM; actives 0.68% (n = 320,000); AID 2751; in the data active means inhibition above about 43%;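 further: 0% = enzyme with DMSO and 100% = wells lacking enzyme; many of its hits are not listed in these tables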
# Numbers without * were called inactive; · = no result given; & = joins results of further samples. An excerpt. The share of hits here may be higher or lower than overall.
SMILES,pPAFAH FP inh,GSTO1 inh,PAD4 inh,LYPLA2 counter,PAFAH1B3 FP inh,LYPLA1 inh,PME-1 primary,PAFAH1B2 FP inh,PREPL inhibitor
Cc1ccc(S(=O)(=O)N2CCCC(C(=O)NC3CC3)C2)cc1 (configuration not stated),-1,2,-2,-4,10,1,3,7,-2
COc1ccc(-c2nnc(N3CCOCC3)c3ccccc23)cc1,-4,5,-4,-4,10,-1,2,2,5
CCOc1ccccc1N1CC(C(=O)N2CCOCC2)CC1=O (configuration not stated),4,5,-1,-7,2,2,-7,-1,16
CCN(CC)C(=O)CSc1nc2ncc(Br)cc2[nH]1,2,2,4,0,0,2,-3,-2,-2
COc1ccccc1/C=C/C(=O)NCc1ccccn1,0,11,-4,-2,4,1,2,0,3
CCCCOC(=O)N1CCOCCOCCN(C(=O)OCCCC)CCOCCOCC1,35*,1,1,6,5,-1,-2,4,15
Nc1ccc(C#Cc2ccc3c(=O)c4ccccc4oc3c2)cc1,1,-11,-10,-6,-7,2,9,-1,5
COc1ccc(OCCOc2ccc(/C=C3\C(=N)N4N=C(C)SC4=NC3=O)cc2)cc1,4,·,0,5,6,0,-1,2,8
O=C(NNC(=O)C1CCCN(c2ncccn2)C1)c1ccncc1 (configuration not stated),-4,0,-2,-1,5,-1,5,0,-2
Cc1occc1C(=O)NNC(=S)NCC(C)C,1,-4,-3,-8,10,-2,6,0,5
CCN(CC)c1ccc(CNC(=O)C/C(C)=N/NC(=O)COc2ccc(C)cc2Br)cc1,7,11,1,6,-4,2,-2,4,0
CCOC(=O)C1(CC2CCCCO2)CCN(C(=O)Nc2ccccc2SC)CC1 (configuration not stated),-2,5,3,-1,-1,1,1,-1,10
Cc1cnc(NC(=O)CCNC(=O)c2ccccc2Cl)s1,3,2,6,-2,1,4,0,4,-4
Cc1ccc(S(=O)(=O)/N=C(\N)Nc2nc(C)c3cc(C)c(C)cc3n2)cc1,-6,-1,-1,-26,-15,-8,-28,-8,8
Cc1ccccc1N=CC=C1OC(C)(C)C(C)(C)O1,-2,1,-1,7,4,-1,3,1,6
O=C(NC1CC1)C1CC(=O)N(C2CCCCC2)C1 (configuration not stated),4,-5,4,6,-6,5,-4,-1,11
Cc1cc(=O)oc2cc(O[C@@H]3O[C@H](CO)[C@@H](O)[C@H](O)[C@H]3O)ccc12,-5,6,-1,4,1,2,-13,3,5
O=C(Nc1ccc(C(=O)N2CCCC2)cc1)c1ccccc1[N+](=O)[O-],-2,5,1,-4,3,-3,3,4,-4
Cn1cccc1Cc1nnc(SCC(=O)Nc2ccc3c(c2)OCO3)n1-c1ccc(F)cc1,9,2,5,-1,2,2,7,6,12
COc1ccccc1CCN=C(N)NS(=O)(=O)c1ccc(C)c(C)c1,-2,0,1,-4,-1,-2,5,3,-8

# Limited to GSTO1 inh and PAD4 inh (3 entries from above):
molecule	GSTO1 inh	PAD4 inh
COc1ccccc1/C=C/C(=O)NCc1ccccn1	11	-4
Cc1occc1C(=O)NNC(=S)NCC(C)C	-4	-3
COc1ccc(-c2nnc(N3CCOCC3)c3ccccc23)cc1	5	-4

# More records.
SMILES,pPAFAH FP inh,GSTO1 inh,PAD4 inh,LYPLA2 counter,PAFAH1B3 FP inh,LYPLA1 inh,PME-1 primary,PAFAH1B2 FP inh,PREPL inhibitor
CCCCOC(=O)CSc1nc2c(cc1C#N)C(=O)CC(C)(C)C2,1,-1,-1,9,-3,1,-1,1,5
CC1CN(C(=O)Nc2ccc(F)cc2)C2(CCCCCC2)O1 (configuration not stated),7,1,2,5,9,3,4,2,0
OCC1(O)OC[C@@H](O)[C@H]1O (some centres not stated),0,-1,1,1,11,1,2,3,10
COc1cc(/C=N/NC(=O)COc2ccc(C)cc2)ccc1OC(=O)c1cccs1,-27,-14,-9,-39,-4,-33,-47,-5,28
Cc1cc(-c2cccs2)c2c(N)c(C(=O)c3ccc4c(c3)OCO4)sc2n1,2,-7,3,4,2,2,1,2,9
CC(Sc1nc2ncc(Cl)cc2[nH]1)C(=O)c1c(N)n(C)c(=O)n(C)c1=O (configuration not stated),3,74*,-8,1,0,-2,-1,6,-3
CONC(=O)C1CCN(C(=O)OCc2ccccc2)CC1,2,3,-1,-8,-3,1,1,-2,-3
Cc1cccc(C(=O)Nc2c(C(=O)N3CCN(C)CC3)cnn2-c2ccccc2)c1,10,-1,-2,-4,8,-4,-4,1,-5
O=C(/C=C/c1ccccc1)NCCSCc1ccccc1Cl,6,0,0,-3,5,-5,-4,0,-27
Cc1cccc(CCNC(=O)CCS(=O)(=O)c2cc3c(cc2C)NC(=O)CO3)c1,0,-4,1,7,-4,3,4,-5,4
O=C(CN1CCOCC1)Nc1ccc2c(c1)OCO2,-1,-2,-5,8,-1,4,7,3,-3
COc1cc2cc(CN(CCN3CCCC3)C(=O)Nc3ccc(F)cc3)c(=O)[nH]c2cc1OC,4,-5,-2,-15,6,-9,3,-1,30
CCN(CC)CCCNC(=O)C1c2cc(OC)c(OC)cc2C(=O)N(C)C1c1cccs1 (configuration not stated),-1,2,-2,2,1,0,4,3,-2
CSc1nnc(COc2ccc(C)cc2)n1N,2,-4,-3,6,-2,4,-1,8,7
O=C(N/C(=C/c1cccc(Br)c1)c1nc(=S)[nH][nH]1)c1ccccc1,10,-2,5,-6,9,0,-6,6,16
COc1ccc(N=C2S/C(=C\c3cc(C)n(C)c3C)C(=O)N2CC(C)C)cc1,8,-1,-4,2,5,0,0,3,0
COc1ccc(C2=NS(=O)(=O)N(C)C(C(=O)N3CCc4ccccc4C3)=C2)cc1OC,5,2,-1,6,0,2,4,5,-35
COc1ccc(NC(=O)CSc2nc3sc(C)cc3c(=O)n2C)c(OC)c1,-1,2,3,0,6,1,-6,6,0
O=C1Nc2ccccc2C1C(C[N+](=O)[O-])c1ccccn1 (configuration not stated),1,5,5,8,0,3,10,1,4
CCC(=O)Nc1ccc(-c2cc(-c3ccccc3)nc(-c3ccc(NC(=O)CC)cc3)n2)cc1,-3,-16,-1,-64,-36,-28,-54,-14,-6
COc1cc(CC(=O)Nc2ccccc2N2CCOCC2)cc(OC)c1OC,-2,4,7,2,9,-2,1,5,0
O=C(NCCN1CCOCC1)c1nn2c(c1Cl)NC(c1ccccc1)CC2C(F)(F)F (configuration not stated),4,1,0,-2,0,3,-1,1,-3
Cc1ccc(C)c(N(CC(=O)N2CCCCCC2)S(C)(=O)=O)c1,0,-1,-6,3,2,3,-8,-2,15
COc1ccc(CNC(=O)C2CCC(CNc3c(N4CCCCC4)c(=O)c3=O)CC2)cc1 (configuration not stated),7,12,-1,7,9,0,2,0,7
COc1ccc([C@@H]2CC=C(C(=O)O)[C@H](c3ccccc3F)N2S(=O)(=O)c2ccc(C)cc2)cc1OC,-1,4,-2,2,9,3,1,3,-2
OCC[C@H]1C[C@H](O)[C@@H](O)[C@@]2(Cc3ccccc3O2)O1,-2,-2,0,-1,7,1,0,-1,-7
O=S(=O)(Nc1ncn[nH]1)c1ccc2ccccc2c1,4,-7,-1,0,6,0,5,5,3
Cc1cc2ccccn2c1C(=O)Nc1ccc(Cl)cc1,4,3,-1,-4,8,1,-6,-2,6
O=C(O)C1Sc2[nH]c(=O)sc2C2c3cc(Cl)ccc3OC(=O)C12 (configuration not stated),-4,15,-9,1,9,-3,6,6,-2
CC(Cc1cccs1)NC(=O)c1cccc(Cl)c1 (configuration not stated),5,0,-2,5,-4,-5,-1,0,-2
CCn1c(SCC(=O)Nc2ncc(C(F)(F)F)cc2Cl)nnc1-c1cccc(C)c1,4,-3,2,1,2,-1,7,6,-6
CCOC(=O)c1sc(NC(=O)CSc2nccc(C)n2)c(C#N)c1C,-2,4,-1,4,0,1,1,4,-9
Nc1cccc(C(=O)Nc2ccc(N)cc2Cl)c1,1,-3,-2,-4,3,-2,2,3,-1
COc1cccc(Nc2nc(-c3sc(C)nc3C)cs2)c1,12,4,0,-3,12,2,5,8,22
CC(C)CCNC(=O)Cc1ccccc1[N+](=O)[O-],5,2,0,-1,2,-1,-8,0,-10
COc1cc(S(=O)(=O)N(Cc2ccccn2)Cc2ccccc2Cl)ccc1-n1cnnn1,6,9,-3,1,0,-3,14,6,4
CCN(CC)CCOc1ccc(/C(=C(/Cl)c2ccccc2)c2ccccc2)cc1,1&2,9&7,4&-1,3&2,5&13,0&-4,-1&3,0&4,8&3
CC(=O)Nc1ccc(S(=O)(=O)NNC(=O)COc2ccc(C)cc2)cc1,-8,2,-6,2,8,-2,-10,2,2
O=[N+]([O-])c1ccc(S(=O)(=O)N2CCN=C2SCc2cccnc2)cc1,1,19,-1,3,-3,3,1,1,3
CCCNC(=O)OCC12CC3CC(CC(C3)C1)C2,-1,2,-1,-2,-3,-1,-4,10,-5
O=Cc1cc2ccccc2nc1SCc1ccc(Cl)cc1,-3,-12,-4,-1,-9,-1,-11,1,9
C=CCNC(=O)c1cc(-c2ccccc2O)on1,2,3,-1,-6,-2,-1,-5,-4,0
O=C(Nc1nc(=O)n(C(=O)C2CC2)s1)c1ccccc1,2,-4,-1,2,12,2,-7,6,-7
CCc1ccc(C(=O)NNC(=O)C2CSC3(C)CCC(=O)N23)cc1 (configuration not stated),2,15,-1,7,8,2,2,7,0
CCOCC(=O)Nc1cc(C)on1,-3,16,-4,-3,4,-2,-7,2,16
COc1ccc(S(=O)(=O)N2CCC(C(=O)NCc3ccncc3)CC2)cc1C,2,11,0,1,9,0,2,4,-3
COc1ccc(N2CCN(C(=O)COC(=O)/C=C/c3ccc(C(F)(F)F)cc3)CC2)cc1,-4,-3,-7,1,6,5,0,-3,8
O=C(COC(=O)c1ccco1)Nc1nc2ccc([N+](=O)[O-])cc2s1,1,21,-4,-9,-2,-3,-2,4,15
Cc1cccc2c(=O)c(C(=O)NCc3cccs3)c[nH]c12,-3,-1,-5,5,-3,0,2,6,6
O=C(CN1C(=O)C2CC=CCC2C1=O)Nc1nnc(SCc2ccc(F)cc2)s1 (configuration not stated),15,-1,0,2,-9,-1,-7,5,-2
# New compounds follow:
SMILES,pPAFAH FP inh,GSTO1 inh,PAD4 inh,LYPLA2 counter,PAFAH1B3 FP inh,LYPLA1 inh,PME-1 primary,PAFAH1B2 FP inh,PREPL inhibitor
Cc1ccccc1-n1nc2c(c1NC(=O)c1ccc3c(c1)OCO3)CS(=O)(=O)C2,1,5,0,-1,2,-6,4,-1,0
CCOC(=O)c1sc2nc(C)nc(SCC(=O)NC(C)CCc3ccccc3)c2c1C (configuration not stated),-1,3,2,-5,0,-4,6,-2,-8
COc1ccc2oc(C)c(C(N)=O)c2c1,2,6,-4,4,-1,3,0,0,-3
Cn1c(/C=C/c2ccc(Cl)cc2)c([N+](=O)[O-])c(=O)n(C)c1=O,6,2,5,4,12,-3,-4,10,-38
CCOC(=O)c1cc2sc(C)cc2n1CC(=O)N1CCc2ccccc21,5,-1,-4,3,5,0,-2,0,5
C[C@H](CO)N1C[C@H](C)[C@@H](CN(C)C(=O)NC2CCCCC2)Oc2ccc(NS(C)(=O)=O)cc2C1=O,0,·,-3,·,19,·,·,1,14
Cn1cc(S(=O)(=O)N2CCCC2)cc1C(=O)NCc1ccc(F)cc1,-14,6,-1,2,-2,0,0,3,-5
CC(=O)C(CC(=O)N1CCCc2ccccc21)C(=O)Nc1ccc(F)cc1 (configuration not stated),0,-1,2,1,0,-3,4,-2,-24
